# Source: PubChem BioAssay
# Pf gametocyte: inhibitors of late stage P. falciparum gametocyte viability; inhibition, % at 10.9 µM; P. falciparum stage V gametocytes, ATP luminescence, 24 h; hit rate 0.065% among 150,000;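 active means inhibition above the mean plus 3 SD of compounds within the control limits, set per campaign, cut at about 38% in these data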;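 further: 0% = DMSO wells and 100% = medium only without gametocytes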
# Rab2 wt GTP: changes GTP binding to wildtype dog Rab2A, up or down | GST-Rab2 wt beads, Bodipy-GTP binding, flow cytometry | P61105 | GTP binding activity, % at 10 µM | hit rate 0.19% among 190,000;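 active means GTP binding activity at least 20 points away from 100%, either lowered or raised; inconclusive means signal likely due to the compound's own green fluorescence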;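 further: 0% = beads with excess unlabeled GTP and 100% = no-compound control corrected for plate trend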
# Cdc42 wt: changes GTP binding to wildtype human Cdc42 | P60953 | GST-Cdc42 beads, Bodipy-GTP binding, flow cytometry; actives lie on both sides | percent activity (GTP binding), % at 10 µM | hit rate 0.2% among 190,000 | AID 761;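 active means percent activity GTP binding at least 20 points away from the 100% baseline, either down as inhibitor or up as activator; inconclusive means compound flagged as likely green fluorescent from well-wide comparison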;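 further: median bead fluorescence of bound Bodipy-FL-GTP at 100 nM; 0% = excess unlabeled GTP control and 100% = no compound control; below 100% means less GTP binding so inhibitor and above means activator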
# Target sequence (P60953 whole entry, looked up): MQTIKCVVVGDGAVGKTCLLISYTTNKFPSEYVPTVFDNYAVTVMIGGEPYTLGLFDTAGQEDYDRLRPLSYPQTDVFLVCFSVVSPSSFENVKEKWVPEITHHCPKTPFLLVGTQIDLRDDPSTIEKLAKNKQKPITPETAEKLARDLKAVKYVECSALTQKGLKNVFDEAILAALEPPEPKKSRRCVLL
# Mcl1-Noxa inh: disrupts binding of human Mcl-1 to Noxa peptide. inhibition, % at 21.7 µM. TR-FRET Mcl-1/Noxa peptide binding, 2 h. AID 1022. hit rate 1.5% among 220,000. Q07820;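 active means compounds that cut the protein-peptide binding signal by more than 50% relative to plate controls in a single-dose test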;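 further: His-tagged Mcl-1 with rhodamine Noxa BH3 peptide and terbium anti-His antibody; 0% = Mcl-1 plus Noxa peptide wells and 100% = peptide-only wells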
# Target sequence (Q07820 whole entry, looked up): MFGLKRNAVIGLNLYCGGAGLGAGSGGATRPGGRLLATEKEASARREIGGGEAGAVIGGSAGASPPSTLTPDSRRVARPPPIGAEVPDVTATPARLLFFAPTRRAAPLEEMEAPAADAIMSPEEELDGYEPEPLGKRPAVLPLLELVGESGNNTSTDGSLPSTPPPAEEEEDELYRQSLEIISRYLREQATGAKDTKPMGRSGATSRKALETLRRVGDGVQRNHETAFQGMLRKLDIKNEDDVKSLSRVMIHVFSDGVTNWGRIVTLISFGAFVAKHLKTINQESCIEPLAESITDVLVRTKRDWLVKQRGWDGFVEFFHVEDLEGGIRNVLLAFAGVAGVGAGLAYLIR
# Avidin bead fluor: compound fluoresces at 488/530 nm on avidin beads. fluorescence (KMESF) at 10 µM. hit rate 0.38% among 220,000. compound fluorescence 488/530 nm, flow cytometry; stronger effect = higher value; in the data active means fluorescence above about 47; further: inactives centre near 10
# Rac1 wt modul: alters GTP binding to wildtype human Rac1; AID 757; hit rate 0.27% among 190,000; P63000; GTP binding activity (% of control), % at 10 µM; GST-Rac1 beads, fluorescent GTP binding, flow cytometry; actives lie on both sides; 0 = cold GTP competed, 100 = untreated;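 active means GTP binding activity at least 20 points away from the 100% control level, either lower or higher; inconclusive means compound flagged as likely green fluorescent, judged across all proteins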
# Rac1 act GTP bind: alters GTP binding to activated mutant human Rac1; P63000; GST-Rac1 activated beads, fluorescent GTP binding, flow cytometry; actives lie on both sides; 100% means binding = to untreated wells; percent activity (GTP binding), % at 10 µM; hit rate 0.11% among 190,000; AID 764;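 active means GTP binding at least 20 percentage points away from the 100% baseline, in either direction, so actives lie on both sides; inconclusive means Compound likely fluorescent itself, or too few beads counted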
# Bim-Mcl-1: human Bim-Mcl-1 interaction inhibition; Q07820; Bead-based flow cytometry, Bim peptide-Mcl-1 binding; inhibition, % at 10 µM; hit rate 0.1% among 190,000; AID 1009; in the data active means inhibition above about 40%;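 further: 0% = no compound tracer wells and 100% = peptide blocker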
# HRas wt GTP bind: human HRas wildtype GTP binding, change in either direction; P01112; GST-Ras wt beads, Bodipy-FL-GTP binding, flow cytometry; actives lie on both sides; GTP binding activity, % at 10 µM; hit rate 0.14% among 190,000;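 active means GTP binding activity at least 20% away from the 100% baseline, either lowered as inhibitor or raised as activator; inconclusive means flagged as likely green fluorescent, judged across all proteins in the well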;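 further: 0% = unlabeled GTP competition control and 100% = no-compound control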
# Target sequence (P01112 whole entry, looked up): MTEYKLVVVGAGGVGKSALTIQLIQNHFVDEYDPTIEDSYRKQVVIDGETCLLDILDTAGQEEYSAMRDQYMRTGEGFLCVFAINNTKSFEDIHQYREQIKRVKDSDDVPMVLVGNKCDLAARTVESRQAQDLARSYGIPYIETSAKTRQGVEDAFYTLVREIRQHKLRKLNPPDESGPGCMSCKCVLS
# Rab7 wt GTP bind: alters GTP binding to wildtype dog Rab7 | GTP binding activity (percent of control), % at 10 µM | hit rate 0.055% among 190,000 | AID 758 | GST-Rab7 beads, fluorescent GTP binding, flow cytometry; actives lie on both sides; untreated = 100%, excess cold GTP = 0%;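 active means fluorescent GTP binding to Rab7 beads changed by at least 20 points from the 100% baseline, either direction, mostly lower; inconclusive means compound itself probably fluorescent, or too few beads counted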;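 further: median green fluorescence of bound Bodipy-FL-GTP per Rab7 bead population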
# Mcl1-Bid inh: Mcl-1/Bid interaction inhibition; Q07820; TR-FRET Mcl-1/Bid-Dy647 peptide binding, 1536-well; inhibition, % at 21.7 µM; hit rate 0.97% among 220,000; AID 1021;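 active means compounds that cut the binding signal by more than half at the single screening dose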;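 further: His-tagged Mcl-1 with europium anti-His antibody binding Bid BH3 peptide; 0% = Mcl-1 plus peptide wells and 100% = peptide-only wells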
# * = called active by the depositor; ? = inconclusive; . = not tested or not shown; & = joins results of further samples.
SMILES,Pf gametocyte,Rab2 wt GTP,Cdc42 wt,Mcl1-Noxa inh,Avidin bead fluor,Rac1 wt modul,Rac1 act GTP bind,Bim-Mcl-1,HRas wt GTP bind,Rab7 wt GTP bind,Mcl1-Bid inh
Cc1ccc(C(=O)C(=S)N2CCOCC2)cc1,7,102,100,0,15,102,101,-7,101,97,-15
O=C(c1cccnc1)N1CCC(Oc2ccc(C(=O)N3CCCC(O)C3)cc2)CC1 (configuration not stated),2,97,96,-8,7,95,95,-1,94,96,-14
COc1ccc(NC(=O)/C=C/c2ccc(Br)o2)cn1,19,101,99,58*,4,103,99,2,101,105,-28
CC(C)CC(=O)NC(=S)Nc1ccccn1,.,102,101,10,14,103,99,3,102,101,-32
O=C(CCCCCCCC(=O)NNC(=O)Nc1ccccc1)NNC(=O)Nc1ccccc1,8,98,100,-7,6,104,101,0,99,101,-9
Nc1nnc(-c2cc3c(ccc4ccccc43)oc2=O)s1,.,?,?,35,10,?,?,0,?,?,11
Cn1c(=O)[nH]c(=O)c2c1nc(N1CCCCC1)n2CCSc1nc2ccccc2o1,.,101,102,1,6,103,97,-1,101,103,-22
O=C(NCc1ccccc1)Nc1cccn(Cc2cccc(F)c2)c1=O,12,96,98,19,18,101,96,0,99,101,-20
Cc1nnc(SCC(=O)N/N=C/c2ccc(-c3ccc(C)c(Cl)c3)o2)s1,.,100,100,30,6,102,100,-3,101,99,0
Cc1ccc(N2CC(C(=O)Nc3ccc(S(=O)(=O)Nc4nccc(C)n4)cc3)CC2=O)cc1 (configuration not stated),16,95,95,-3,10,96,93,-1,94,100,-27
CCOC(=O)c1c(C)[nH]c(C(=O)OCC(=O)N2CCN(S(=O)(=O)c3ccccc3)CC2)c1C,6,94,96,-1,5,98,93,0,97,97,-5
COc1ccc(S(=O)(=O)Nc2ccc(S(=O)(=O)N3CCCCC3)cc2)cc1C,.,94,96,5,34,94,93,0,96,94,4
C=CCc1c(C)c(C#N)c2nc3ccccc3n2c1NCCN(C)C,.,98,102,39,14,104,97,-5,100,101,-18
CCOC(=O)C1CN(C(C)(C)C)C(=O)C1=O (configuration not stated),.,101,102,22,3,100,99,-2,100,98,-44
Cc1cccc(C)c1NC(=O)/C(C#N)=C/c1cccs1,.,101,102,-5,38,100,100,0,100,101,-55
Cn1cc(CN(Cc2ccccn2)C[C@@H]2CCC(=O)N2)c(-c2ccccc2F)n1,21,94,96,22,12,100,96,0,95,92,-21
COc1ccc(CCNC(=O)C(=O)NCCCN2CCOCC2)cc1,0,98,103,21,10,102,98,-4,96,95,-22
CC(C)(C)C(=O)Nc1ccccc1C(=O)N1CCCC1,.,97,99,-1,15,101,97,0,96,98,3
NS(=O)(=O)c1cccc(NC(=O)CSc2ccccn2)c1,.,101,101,13,8,100,99,-1,101,103,-17
CC(=O)NC(NC(=S)Nc1ccc(N=Nc2ccccc2)cc1)C(Cl)(Cl)Cl (configuration not stated),-14,103,107,1,14,103,101,1,103,98,-1
Cc1ccc(C(C(=O)NC(C)(C)C)N(CC2CCCO2)C(=O)Cn2nnc(-c3ccc(C)o3)n2)cc1 (configuration not stated),.,97,100,-16,6,98,98,-1,98,97,-3
COc1ccc(N(C(C)C(=O)N/N=C/c2ccc(OC)c(OC)c2)S(C)(=O)=O)cc1 (configuration not stated),15,94,94,18,10,96,94,-1,96,96,-4
Cc1cc(Cl)c(S(=O)(=O)N2CCN(c3ccccn3)CC2)cc1OCC(N)=O,19,98,101,11,8,102,94,-1,98,98,-9
Cc1ccc(S(=O)(=O)NCCSCc2ccco2)cc1,-4,91,88,-22,10,95,88,-2,93,92,-17
CNS(=O)(=O)c1ccc(NC(=O)c2ccccn2)cc1,-4,101,105,14,12,108,102,-3,102,93,-7
Nc1c(C(=O)NCc2ccccc2)nnn1Cc1ccccc1,.,102,103,-14,7,104,99,3,101,104,-8
O=C(COc1ccc(C(=O)c2ccccc2)cc1)NCC1CCCCC1,5,98,97,8,4,100,98,-9,99,100,2
O=c1c2cc(N3CCOCC3)ccc2[nH]c(=S)n1CCCN1CCN(c2ccccc2F)CC1,.,98,101,11,18,99,96,-11,96,94,-5
COc1ccccc1-c1nnc(NC(=O)C(C)C)s1,11,97,103,-9,34,103,97,-6,97,95,6
CCS(=O)(=O)N1CCN=C1SCc1cccnc1,-21,103,99,9,6,103,96,0,100,108,-23
CC1CCCC(NC(=O)NC(=O)CCl)C1C (configuration not stated),-4,98,99,0,1,102,99,0,101,99,-9
COc1cc(NC(=S)N2CCCC(CO)C2)c(OC)cc1Cl (configuration not stated),.,101,100,24,0,99,102,-7,102,99,-14
CCOC(=O)c1cc(-c2ccc(OC)cc2)nn1-c1ccc(C(=O)O)cc1,3,98,94,2,17,95,95,0,97,101,0
COc1ccc(/C=N/NC(=O)c2ccccc2)cc1OS(=O)(=O)c1ccccc1,-18,98,99,4,12,104,101,0,100,100,-32
Cc1cccc(NC(=O)CNC(=O)COc2ccc(C(=O)c3ccc(F)cc3)cc2)c1C,2,99,101,-65,2,103,100,-4,101,103,-8
CCOC(=O)c1c(C)n(C)c2ccc(OC)c(NC(=O)c3cccs3)c12,6,101,101,-1,26,102,100,0,100,99,-10
CCOC(=O)c1ccc(NS(=O)(=O)c2cccc3nsnc23)cc1,18,99,100,18,7,100,98,-1,104,104,0
COc1ccc(N=C2C(=Nc3ccc(OC)cc3)N(c3ccccc3)C(=S)N2C(=O)c2ccc(Cl)cc2)cc1,-11,100,102,-2,11,103,97,-1,101,100,-7
COCc1[nH]nc2c1C1(C(=O)Nc3ccc(F)cc31)C(C#N)=C(N)O2 (configuration not stated),.,98,101,0,5,100,96,-5,97,97,-8
CCn1cc(Cl)c(C(=O)Nc2ccccc2C(N)=O)n1,.,100,99,9,7,101,97,-21,101,101,-7
O=C(Cn1cnc2ccccc2c1=O)N(Cc1ccco1)c1ccc(O)cc1,.,104,103,8,7,105,99,-1,102,104,-35
CCCCCCNCc1c(F)cccc1Cl,24,100,101,21,11,107,100,-4,101,101,-13
COCC(C)NC(=O)c1ccccc1[N+](=O)[O-] (configuration not stated),-11,101,101,-5,6,101,102,-2,101,100,-19
NCCc1cnc[nH]1,.,101&101,103&101,-72&19,5&9,96&101,97&99,0&0,99&104,95&97,-20&24
O=C(NNC(=S)NCc1ccc(Cl)cc1)c1ccc2c(c1)OCO2,-10,93,91,3,6,90,92,-2,95,102,-71
Cc1ccc(S(=O)(=O)NCC(=O)N(CC(=O)NC2CCCCC2)Cc2ccco2)cc1,4,99,102,-5,13,110,100,0,102,104,-26
COc1ccc(-n2cc3c(-c4cccc(Br)c4)nnc(C)c3n2)cc1,7,92,93,14,1,86,95,6,92,94,7
COc1ccccc1NC(=O)CSc1nnc(C)n1Cc1ccccc1,-3,98,99,1,21,98,97,0,99,99,-9
CC(=O)Nc1nc(-c2ccccc2)nc(C)c1C(C)=O,.,96,95,1,13,96,99,-6,96,96,-4
COC(=O)C(NC(C)=O)(Nc1ccc(Br)cc1)C(=O)OC,-31,106,108,-1,14,104,104,-1,106,101,-8

# Continued.
SMILES,Pf gametocyte,Rab2 wt GTP,Cdc42 wt,Mcl1-Noxa inh,Avidin bead fluor,Rac1 wt modul,Rac1 act GTP bind,Bim-Mcl-1,HRas wt GTP bind,Rab7 wt GTP bind,Mcl1-Bid inh
COc1ccc(-c2coc3cc4oc(=O)c5ccccc5c4cc23)cc1F,9,101,100,-6,4,105,101,-19,100,102,23
O=C(NCc1ccc(Cl)cc1)C(=O)NCC(c1ccco1)N1CCOCC1 (configuration not stated),.,97,102,-1,15,105,101,-4,100,98,11
O=C(CN(CC1CCCO1)C(=O)c1nsc(Cl)c1Cl)NC1CCCC1 (configuration not stated),.,99,100,23,11,102,101,2,104,106,-6
COc1ccc(C(=O)NCC(=O)Nc2cccc(S(=O)(=O)NCc3ccco3)c2)cc1OC,-4,98,98,32,35,96,94,-1,98,103,-27
O=C(NCC1COc2ccccc2O1)c1cn(Cc2ccc(F)cc2)nn1 (configuration not stated),.,102,103,3,22,104,97,-2,104,106,1
CCCCn1c(-c2ccco2)nc2ccccc2c1=O,-16,104,102,-6,18,99,102,1,103,101,-4
Cn1c(SCc2ccc(Cl)cc2)nc(C(F)(F)F)cc1=O,5,100,100,0,8,107,96,-5,100,97,0
Cc1c(Cl)ccc2c(C(N)=O)cc(-c3ccccn3)nc12,-3,98,95,17,7,96,96,-1,99,100,-29
O=C(Nc1ccc(S(=O)(=O)NC2=NCCCCC2)cc1)c1ccc2ccccc2n1,20,94,97,22,11,100,96,0,97,94,1
Cn1c(=O)c2c(nc(SCCN3CCCCC3)n2Cc2ccccc2)n(C)c1=O,-13,98,98,3,15,100,98,0,98,97,-18
O=C(CSc1nnc(Cc2cccs2)n1Cc1ccco1)Nc1ccc(Br)cc1,.,101,102,20,12,104,97,0,101,101,12
C=C(C)Cn1c(C)cc(C)c(S(=O)(=O)c2cccc(C)c2)c1=O,9,100,95,11,10,98,97,-1,99,103,8
Cc1ccc2sc(NNC(=O)c3cc(-c4cccs4)nc4ccccc34)nc2c1C,.,97,99,-35,5,102,95,-2,99,99,-9
CCCN1c2cccc3cccc(c23)S1(=O)=O,13,104,105,-5,9,106,99,1,105,102,7
O=C(/C=C/c1ccc([N+](=O)[O-])cc1)NCc1ccccn1,.,101,101,1,5,105,101,0,101,99,-7
Cc1cccc(-n2[nH]c(C)c(C=Nc3ccc4[nH]c(=O)[nH]c4c3)c2=O)c1,4,96,100,25,10,99,103,-3,97,98,-8
COc1cc(CCC(=O)Nc2ccc(Cl)c(C(F)(F)F)c2)cc(OC)c1OC,-20,95,100,-3,6,104,97,-5,100,102,-10
Cc1ccc(S(=O)(=O)NC(=O)c2cccn2C)cc1,-32,106,106,21,5,102,101,-2,105,106,-21
O=C(Nc1ccc(Cl)cc1)OCc1cc(-c2ccccc2)on1,.,99,98,14,10,104,96,1,99,100,-9
O=C1c2ccc(Oc3ccc([N+](=O)[O-])cc3)cc2C(=O)N1c1ccncc1,-26,95,96,11,12,98,96,-4,95,95,-3
CC(=O)Nc1ccc(NS(=O)(=O)c2ccccc2)cc1,6,101,99,-2,6,104,97,0,99,97,-32
Cc1ccc(-c2nc3cc(NS(=O)(=O)c4ccc(C)cc4)ccc3o2)cc1,.,99,98,-10,9,101,97,-1,99,98,-11
